M1 ag parental: counter-screen for M1 agonists: effect in parental CHO-K1 cells; activation, % at 3 µM; 0.48% of 360,000 active; AID 602248; Fluo-8 calcium fluorescence; scaled to maximal ATP response, vehicle zero; in the data active = activation above about 15%;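 also: untransfected CHO-K1 host cells lacking M1 receptor as counterscreen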
CHRM4 agonist: agonists of human muscarinic M4 receptor (CHRM4); P08173; CHO-K1 hM4/Gqi5, Fluo-8 calcium fluorescence; vehicle 0%, full acetylcholine response 100%; activation, % at 3 µM; 0.14% of 360,000 active;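 active = activation above the run mean over all test wells plus 3 SD, cut at about 32% in these data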;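 also: peak over basal fluorescence ratio per well then scaled between controls; 0% = DMSO wells and 100% = acetylcholine at EC100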
Target sequence (P08173 whole entry, looked up): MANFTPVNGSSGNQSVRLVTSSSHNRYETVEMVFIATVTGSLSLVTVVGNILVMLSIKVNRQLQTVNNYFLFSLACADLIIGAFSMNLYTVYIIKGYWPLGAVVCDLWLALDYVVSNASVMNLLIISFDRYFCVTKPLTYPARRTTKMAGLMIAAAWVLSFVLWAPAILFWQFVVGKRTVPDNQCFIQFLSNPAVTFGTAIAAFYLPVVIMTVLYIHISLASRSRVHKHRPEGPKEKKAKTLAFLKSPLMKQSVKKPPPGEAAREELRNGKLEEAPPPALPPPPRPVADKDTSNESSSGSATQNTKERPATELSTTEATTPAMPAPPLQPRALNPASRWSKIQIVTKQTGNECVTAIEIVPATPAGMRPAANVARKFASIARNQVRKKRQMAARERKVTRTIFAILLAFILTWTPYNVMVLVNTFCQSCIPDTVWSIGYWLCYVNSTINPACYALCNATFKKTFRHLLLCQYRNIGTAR
M5 PAM: potentiates acetylcholine response at human M5 receptor; P08912; CHO-K1 hM5, Fluo-8 calcium, ACh EC20 PAM; 0% = ACh EC20, 100% = ACh EC100; activation, % at 3 µM; 0.3% of 360,000 active;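 active = activation above the run cutoff, the mean activation of all test compounds plus 3 SD, cut at about 18% in these data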
Target sequence (P08912 whole entry, looked up): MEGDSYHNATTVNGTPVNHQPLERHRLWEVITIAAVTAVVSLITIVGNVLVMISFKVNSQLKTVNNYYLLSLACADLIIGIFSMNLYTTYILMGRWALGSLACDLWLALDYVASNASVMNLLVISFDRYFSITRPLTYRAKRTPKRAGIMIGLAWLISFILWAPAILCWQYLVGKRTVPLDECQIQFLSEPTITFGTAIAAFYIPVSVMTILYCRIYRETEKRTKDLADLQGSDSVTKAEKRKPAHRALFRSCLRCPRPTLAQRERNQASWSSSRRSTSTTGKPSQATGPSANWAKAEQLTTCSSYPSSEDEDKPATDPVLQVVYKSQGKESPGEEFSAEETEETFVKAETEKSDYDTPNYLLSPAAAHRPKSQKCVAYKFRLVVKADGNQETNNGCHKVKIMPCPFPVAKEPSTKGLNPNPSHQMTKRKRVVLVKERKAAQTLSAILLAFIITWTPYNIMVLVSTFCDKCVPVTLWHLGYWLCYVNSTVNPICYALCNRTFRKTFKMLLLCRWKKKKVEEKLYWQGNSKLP
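system = human M5 receptor in CHO-K1 cells | compound = one concentration, 3 µM final (nominal) | schedule = Post-acetylcholine fluorescence recording 140 s | signal = Fluo-8 calcium dye fluorescence, kinetic read | benchmarks = low control EC20 acetylcholine (0%), high control EC100 acetylcholine (100%) | repeats = singlicate, one well per test compound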
CHO-K1 Ca PAM: counter-screen for M1 PAMs: effect in parental CHO-K1 cells; ATP EC20, Fluo-8 calcium fluorescence; 0% at ATP EC20, 100% at ATP max; activation, % at 3 µM; 0.02% of 360,000 active; AID 602247;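 active = activation above the run cutoff, the mean activation of all test compounds plus 3 SD, cut at about 40% in these data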;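 also: peak over basal fluorescence ratio in a 140 s read after ATP addition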
CHO-K1 Ca antag: M1 antagonist counterscreen hit in parental CHO-K1 cells | ATP-induced calcium, Fluo-8 fluorescence | inhibition, % at 3 µM | 0.6% of 360,000 active;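 active = inhibition above a per-plate cutoff, the plate's mean sample inhibition plus 3 SD, cut at about 24% in these data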;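 also: 0% = DMSO plus EC80 ATP and 100% = DMSO alone without ATP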
CHRM5 antagonist: antagonists of human muscarinic M5 receptor (CHRM5). 0.59% of 360,000 active. inhibition, % at 3 µM. CHO-hM5 cells, Fluo-8 calcium fluorescence, ACh EC80. P08912. AID 624040;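 active = inhibition above a per-plate cutoff, the mean of that plate's test compounds plus 3 SD, cut at about 27% in these data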;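 also: 0% = acetylcholine EC80 with DMSO and 100% = DMSO without agonist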
M5 ag: CHRM5 agonism in calcium assay | P08912 | CHO-K1 hM5 cells, Fluo-8 calcium fluorescence; 0% DMSO wells, 100% maximal acetylcholine response | activation, % at 3 µM | 0.19% of 360,000 active;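 active = activation above the run's mean over test compounds plus 3 SD, cut at about 23% in these data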;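 also: signal is peak over basal fluorescence ratio across the kinetic read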
M4 antag: CHRM4 antagonism in calcium assay; 0.73% of 360,000 active; inhibition, % at 3 µM; CHO-hM4 cells, ACh EC80, Fluo-8 calcium fluorescence;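 active = inhibition above its plate's cutoff, the mean inhibition of sample wells plus 3 SD, cut at about 27% in these data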;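 also: 0% = acetylcholine EC80 with DMSO and 100% = DMSO without agonist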
M4 PAM: CHRM4 positive allosteric modulation. P08173. CHO-K1 hM4/Gqi5, Fluo-8 calcium fluorescence, ACh EC20; 0% = ACh EC20, 100% = maximal ACh. activation, % at 3 µM. 0.4% of 360,000 active. AID 624126;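 active = activation above its plate's cutoff, the mean activation of sample wells plus 3 SD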; also: some results filed as inactive read as strong as hits
Starred values were filed as active, the others as inactive; . = no result given. Hits appear at their usual frequency; overall some 2.7% were active at least once.

1	Cc1cc(=O)[nH]c(SCc2nc3ccccc3n2Cc2ccccc2)n1
2	Cc1ccc2cc(N)ccc2n1
3	NS(=O)(=O)c1ccc(CCNC(=O)c2ccccc2-c2ccccc2)cc1
4	CC(C)C(=O)N[C@H]1CCC2C3CC=C4C[C@@H](O)CC[C@]4(C)C3CC[C@@]21C (some centres undefined)
5	CCOC(=O)c1oc2cccc(OCC(O)CNC(C)C)c2c1C (centres undefined)
6	O=S(=O)(Nc1ccncc1Cl)c1cc(Cl)ccc1Cl
7	CCN1C(=O)S/C(=C\c2ccc(N3CCOCC3)cc2C)C1=O
8	Cc1noc(C)c1C(=O)N1CCC(CO)(Cc2ccccc2)CC1
9	CCn1c(CSc2nc(C)cc(C)n2)nnc1SCC(=O)Nc1cccc2ccccc12
10	COc1ccc(S(=O)(=O)N2c3cc(Cl)ccc3Oc3nc4ccccc4nc32)cc1

assay / entry	1	2	3	4	5	6	7	8	9	10
M1 ag parental	-0.3	0.4	0.2	-0.3	-0.2	2.9	0.4	0.5	0.9	4.3
CHRM4 agonist	-2	0	3	0	2	2	1	4	1	12
M5 PAM	-2	-4	-4	1	-8	-10	-2	0	1	-11
CHO-K1 Ca PAM	-1	15	14	6	-8	8	6	13	10	-6
CHO-K1 Ca antag	-8	-8	5	-5	5	-5	-3	-16	-8	4
CHRM5 antagonist	4	14	4	10	5	7	7	6	0	7
M5 ag	4	0	-1	4	-4	4	-6	1	0	3
M4 antag	1	0	-14	1	7	1	3	4	-1	14
M4 PAM	8	3	0	4	-5	-7	1	12	3	-4

11	O=C(CCc1ccccc1Cl)Nc1ccc(S(=O)(=O)Nc2nccs2)cc1
12	CC(=O)c1cccc(NC(=O)C(CC(C)C)NC(=O)C2CCCCC2)c1 (centres undefined)
13	O=C(NNC(=O)c1cc(O)c(O)c(O)c1)NC1CCCCC1
14	O=C(Nc1ncccn1)c1ccc([N+](=O)[O-])cc1Cl
15	CCN(CC)P(=O)(Nc1ccc([N+](=O)[O-])cc1)c1c(C)nn(CCC#N)c1NC(=O)c1ccc(Cl)cc1Cl (centres undefined)
16	Cc1ccc(C(=O)Nc2cccc3ccccc23)o1
17	Cc1nc(N2CCN(C(=O)c3ccco3)CC2)c2c3c(sc2n1)CCC3
18	CCOC(=O)CCCN1CC(O)=C(c2nc3ccccc3s2)C1=N
19	Cc1cc(C)c(C(=O)OCCNC(=O)c2cccnc2)cc1C
20	Cc1cccc(N2CN=c3s/c(=C\c4ccncc4)c(=O)n3C2)c1

assay / entry	11	12	13	14	15	16	17	18	19	20
M1 ag parental	0.2	7.2	0.1	-0.1	0.6	0.8	2.2	0.3	4.9	0.3
CHRM4 agonist	0	0	0	0	2	0	8	1	5	1
M5 PAM	3	7	6	-8	5	10	-4	1	-6	3
CHO-K1 Ca PAM	-15	-3	18	0	2	10	23	12	2	23
CHO-K1 Ca antag	-3	-6	-5	-7	-6	3	-11	-9	-39	1
CHRM5 antagonist	-7	-1	-1	6	1	4	-3	7	5	7
M5 ag	-1	0	-2	-4	-1	0	-4	-2	6	1
M4 antag	4	4	9	-3	-3	-2	16	5	-2	-1
M4 PAM	16	5	4	2	2	0	17	5	10	-2

An excerpt of these results, as tab-separated lines:
no.	smiles	M1 ag parental	CHRM4 agonist	M5 PAM	CHO-K1 Ca PAM	CHO-K1 Ca antag	CHRM5 antagonist	M5 ag	M4 antag	M4 PAM
14	O=C(Nc1ncccn1)c1ccc([N+](=O)[O-])cc1Cl	-0.1	0	-8	0	-7	6	-4	-3	2
15	CCN(CC)P(=O)(Nc1ccc([N+](=O)[O-])cc1)c1c(C)nn(CCC#N)c1NC(=O)c1ccc(Cl)cc1Cl (centres undefined)	0.6	2	5	2	-6	1	-1	-3	2
16	Cc1ccc(C(=O)Nc2cccc3ccccc23)o1	0.8	0	10	10	3	4	0	-2	0

Remaining list, next part
21	CC(c1ccccc1C(O)c1ccccc1)N(C)C (centres undefined)
22	Cc1ccsc1C(=O)OCC(=O)c1cc(C)n(C)c1C
23	CCOC(=O)[C@@H]1[C@H]2COc3ccccc3[C@H]2N2C(=O)N(c3ccc(C(F)(F)F)cc3)C(=O)[C@]12C
24	O=C(O)C1=CC[C@@H](c2ccc(Cl)cc2)N(S(=O)(=O)c2ccc(Cl)cc2)[C@H]1c1ccc(F)cc1
25	Cc1ccc(NC(=O)CSc2nc(=O)n(CCN(C)C)c3c2CCCC3)c(C)c1
26	Cc1cc(C(=O)NCc2cc(C)n(C)n2)sc1-c1ccccc1
27	O=C(NCC[C@H]1CC[C@H](NS(=O)(=O)c2ccc(F)cc2)[C@@H](CO)O1)c1ccc2c(c1)OCO2
28	CN(C)S(=O)(=O)N(CCN1CCOCC1)Cc1ccccc1F
29	CNC(=O)c1nc[nH]c1C(=O)NC
30	O=C(Nc1c(F)cc(F)cc1Br)c1cccnc1

assay / entry	21	22	23	24	25	26	27	28	29	30
M1 ag parental	0.7	0.5	5.0	0.1	-0.1	9.2	.	0.0	0.0	0.3
CHRM4 agonist	1	2	14	0	0	7	0	1	0	1
M5 PAM	-10	-2	-17	-1	5	-19	7	3	-8	1
CHO-K1 Ca PAM	9	-5	4	3	3	-9	.	22	29	11
CHO-K1 Ca antag	-6	-13	-5	-6	0	-10	.	-4	-11	-20
CHRM5 antagonist	2	4	19	7	3	3	2	-3	4	2
M5 ag	-6	1	1	-1	-2	5	1	-3	-5	3
M4 antag	-9	-7	14	6	-3	-1	8	2	8	5
M4 PAM	0	-2	-10	3	3	-8	-1	4	-2	-2

31	Cn1c(SCC(=O)NC2CCCCC2)nnc1C(F)(F)F
32	FC(F)(F)c1ccccc1Cc1c(-c2ccccc2)nc2ccc(Br)cn12
33	Cc1c(O)cc2n(c1=O)-c1ccc(Cl)cc1C2(C)C
34	CCOC(=O)CNC(=O)CSc1nc2ncc(Br)cc2[nH]1
35	CCOC(=O)N1CCN(c2c(NC3CCN(Cc4ccccc4)CC3)c(=O)c2=O)CC1
36	O=C(CCc1nc(-c2ccccc2F)no1)NCCN1CCOCC1
37	CC(C)(C)Nc1nc(OCC#N)nc(N2CCCCC2)n1
38	O=C(NCCCn1ccnc1)C(=O)Nc1ccccc1
39	O=C(COC(=O)C1CCN(c2ccc(C(F)(F)F)cn2)CC1)Nc1ccc(Cl)cn1
40	COC(=O)c1cccc2nc3c(C(C)O)cccc3nc12 (centres undefined)

assay / entry	31	32	33	34	35	36	37	38	39	40
M1 ag parental	-0.1	0.3	0.8	0.5	0.3	0.6	-0.1	1.2	0.6	-0.3
CHRM4 agonist	1	0	1	0	0	1	-2	1	2	1
M5 PAM	-1	-7	-1	3	-8	-2	-6	-2	-5	-3
CHO-K1 Ca PAM	13	6	19	18	-1	12	25	18	12	15
CHO-K1 Ca antag	-15	-10	-12	-9	3	-7	-19	-13	-3	0
CHRM5 antagonist	6	5	1	-5	5	0	4	10	1	7
M5 ag	2	-2	-5	-2	-4	-1	-11	0	-5	1
M4 antag	7	6	-8	1	2	-1	-6	-1	4	-7
M4 PAM	3	14	0	0	-6	19	-7	0	7	7

An excerpt from above in order of their number in M5 ag, highest first.
| item | Structure | CHRM4 agonist | M5 PAM | CHRM5 antagonist | M5 ag | M4 antag | M4 PAM |
| --- | --- | --- | --- | --- | --- | --- | --- |
| 40 | COC(=O)c1cccc2nc3c(C(C)O)cccc3nc12 (centres undefined) | 1 | -3 | 7 | 1 | -7 | 7 |
| 34 | CCOC(=O)CNC(=O)CSc1nc2ncc(Br)cc2[nH]1 | 0 | 3 | -5 | -2 | 1 | 0 |
| 39 | O=C(COC(=O)C1CCN(c2ccc(C(F)(F)F)cn2)CC1)Nc1ccc(Cl)cn1 | 2 | -5 | 1 | -5 | 4 | 7 |
| 37 | CC(C)(C)Nc1nc(OCC#N)nc(N2CCCCC2)n1 | -2 | -6 | 4 | -11 | -6 | -7 |

The list continues.
41	CCC1CC(C(=O)O)CC(=O)N1 (centres undefined)
42	O=C(Cn1c(=O)oc2cc(S(=O)(=O)N3CCCC3)ccc21)Nc1ccccc1Br
43	Cc1cc(-c2nnco2)c(C)n1-c1ccccc1
44	COc1ccccc1C(=O)NCc1ccco1
45	COCOCCn1cc(CN2CCS(=O)(=O)N(Cc3ccc(-c4ccc(Cl)cc4)cc3)C(CC(C)C)C2=O)nn1 (centres undefined)
46	Cc1c(Cl)c(C(=O)N2CCCc3ccccc32)nn1C
47	CCn1c(=O)c2c3c(sc2n(C)c1=O)CCC3
48	CCOc1ccc(NC(=O)CN2C(=O)c3ccccc3C2=O)cc1
49	Cc1nnc(SCC(=O)N(C)CC(=O)Nc2ccc(F)cc2)n1Cc1ccccc1
50	COc1ccc(C(CNC(=O)CN2C(=O)NC3(CCCC3)C2=O)N(C)C)cc1 (centres undefined)

assay / entry	41	42	43	44	45	46	47	48	49	50
M1 ag parental	-0.2	5.1	0.2	0.9	0.3	0.7	-0.7	0.1	5.1	0.0
CHRM4 agonist	0	4	0	0	6	0	0	0	1	1
M5 PAM	2	-5	5	5	3	5	-9	0	1	-3
CHO-K1 Ca PAM	6	14	0	16	-4	15	14	14	10	-23
CHO-K1 Ca antag	12	0	-2	-1	-8	-3	-14	-8	-11	8
CHRM5 antagonist	1	11	5	-2	0	-3	8	5	10	2
M5 ag	-1	0	-4	1	0	-7	-1	-5	-2	-4
M4 antag	5	-5	3	8	-3	-3	-1	5	2	-2
M4 PAM	9	-7	4	-3	-2	4	9	-5	0	0

51	CC(NC(=O)c1ccco1)C(=O)O (centres undefined)
52	COc1ccc(-c2nc3ccc(Cl)cn3c2Cc2cccc(F)c2)cc1OC
53	COc1ccc([N+](=O)[O-])cc1NCC(=O)Nc1cccc(S(=O)(=O)N2CCCC2)c1
54	COc1cc(OC)cc(C(=O)N2CCC(N3CCN(c4ccccc4)CC3)CC2)c1
55	COc1ccc([N+](=O)[O-])cc1COc1cc(C)cc2oc(=O)cc(-c3ccccc3)c12
56	CCCC(=O)Nc1cccc(NC(=O)c2ccc([N+](=O)[O-])cc2Cl)c1
57	O=C(Nc1ccc(S(=O)(=O)Nc2ncccn2)cc1)c1ccc(Br)cc1
58	O=C(NC1CCCCC1)N1CCN(C2CCCCC2)CC1
59	O=C(COC(=O)CCS(=O)(=O)c1ccc(Cl)cc1)NCCc1ccc(Cl)cc1Cl
60	CCCCNC(=S)Nc1ccc2[nH]c(=O)[nH]c2c1
61	CCCS(=O)(=O)NC(=O)C1(C)CCCN(C(=O)c2ccccc2C(F)(F)F)C1 (centres undefined)
62	COc1ccc(C)cc1NC(=O)CCCNC(=O)Cn1cnc2sc(C)c(C)c2c1=O

assay / entry	51	52	53	54	55	56	57	58	59	60	61	62
M1 ag parental	0.6	1.2	4.6	-0.7	0.1	8.3	-0.2	-0.6	3.1	-0.3	0.3	-0.1
CHRM4 agonist	2	3	16	1	1	6	1	0	6	2	-1	-1
M5 PAM	12	-2	-16	4	6	-5	0	7	2	4	-3	-1
CHO-K1 Ca PAM	12	9	-19	5	29	22	12	-9	28	5	15	-11
CHO-K1 Ca antag	-11	-13	0	4	-15	-2	-5	6	-14	-12	-10	-4
CHRM5 antagonist	-5	2	7	-2	-1	-1	-4	-4	-5	4	8	10
M5 ag	2	-2	3	-13	-4	-1	0	0	-4	2	1	-3
M4 antag	5	-4	3	2	-9	-5	-20	10	-13	1	-3	6
M4 PAM	6	-4	-8	6	13	-7	11	-4	15	2	2	-10
